# High-throughput results: PubChem, The Scripps Research Institute Molecular Screening Center
# M4 antag – blocks acetylcholine activation of human M4 receptor. P08173. CHO-hM4 cells, ACh EC80, Fluo-8 calcium fluorescence. inhibition, % at 3 µM. 360,000 tested, 0.73% active. AID 624125;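 active = inhibition above its plate's cutoff, the mean inhibition of sample wells plus 3 SD, cut at about 27% in these data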;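 also: 0% = acetylcholine EC80 with DMSO and 100% = DMSO without agonist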
# Target sequence (P08173 whole entry, looked up): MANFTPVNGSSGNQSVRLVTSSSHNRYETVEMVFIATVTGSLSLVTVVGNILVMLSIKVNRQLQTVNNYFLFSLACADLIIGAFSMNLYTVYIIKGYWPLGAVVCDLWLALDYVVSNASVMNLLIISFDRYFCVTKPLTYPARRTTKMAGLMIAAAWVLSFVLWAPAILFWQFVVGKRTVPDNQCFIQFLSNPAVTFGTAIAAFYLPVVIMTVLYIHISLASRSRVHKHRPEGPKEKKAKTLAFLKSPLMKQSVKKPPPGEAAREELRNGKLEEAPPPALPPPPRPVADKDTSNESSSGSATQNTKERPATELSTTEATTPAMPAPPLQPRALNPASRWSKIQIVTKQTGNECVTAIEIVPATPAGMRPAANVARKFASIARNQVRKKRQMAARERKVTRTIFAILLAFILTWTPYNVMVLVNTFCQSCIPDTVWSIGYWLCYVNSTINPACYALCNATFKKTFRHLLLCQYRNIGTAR
# CHO-K1 Ca ag – nonselective activator or artifact in parental CHO-K1 cells. activation, % at 3 µM. 360,000 tested, 0.48% active. Fluo-8 calcium fluorescence; scaled to maximal ATP response, vehicle zero; in the data active = activation above about 15%;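 also: untransfected CHO-K1 host cells lacking M1 receptor as counterscreen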
# M5 PAM – positive allosteric modulators of human muscarinic M5 receptor; P08912; CHO-K1 hM5, Fluo-8 calcium, ACh EC20 PAM; 0% = ACh EC20, 100% = ACh EC100; activation, % at 3 µM; 360,000 tested, 0.3% active; AID 624038;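 active = activation above the run cutoff, the mean activation of all test compounds plus 3 SD, cut at about 18% in these data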
# Target sequence (P08912 whole entry, looked up): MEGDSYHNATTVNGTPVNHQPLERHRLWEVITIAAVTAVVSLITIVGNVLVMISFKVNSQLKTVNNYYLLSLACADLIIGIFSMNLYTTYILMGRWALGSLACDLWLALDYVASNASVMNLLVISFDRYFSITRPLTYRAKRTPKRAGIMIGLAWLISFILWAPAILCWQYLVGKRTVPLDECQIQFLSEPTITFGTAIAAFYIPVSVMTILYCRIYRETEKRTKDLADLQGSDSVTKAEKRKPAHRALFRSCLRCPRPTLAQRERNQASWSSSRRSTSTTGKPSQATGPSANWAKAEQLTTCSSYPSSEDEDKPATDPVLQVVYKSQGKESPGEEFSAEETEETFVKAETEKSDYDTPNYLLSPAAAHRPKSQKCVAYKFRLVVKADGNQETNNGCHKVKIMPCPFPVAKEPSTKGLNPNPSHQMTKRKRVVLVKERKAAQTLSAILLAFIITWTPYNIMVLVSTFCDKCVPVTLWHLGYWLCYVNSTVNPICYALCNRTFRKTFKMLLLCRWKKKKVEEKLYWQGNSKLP
#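 Test system: CHO-K1 hM5 cells / Doses: single-point, 3 µM nominal / Times: Post-acetylcholine fluorescence recording 140 s / Technique: Fluo-8 calcium fluorescence / Measure: Max/basal fluorescence ratio as % of EC20–EC100 ACh window / Benchmarks: low control EC20 acetylcholine (0%), high control EC100 acetylcholine (100%) / Replicates: one well per compound, no replicates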
# M5 ag – CHRM5 agonism in calcium assay | P08912 | CHO-K1 hM5 cells, Fluo-8 calcium fluorescence; 0% DMSO wells, 100% maximal acetylcholine response | activation, % at 3 µM | 360,000 tested, 0.19% active | AID 624037;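 active = activation above the run's mean over test compounds plus 3 SD, cut at about 23% in these data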;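 also: signal is peak over basal fluorescence ratio across the kinetic read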
# M4 PAM – CHRM4 positive allosteric modulation | activation, % at 3 µM | P08173 | 360,000 tested, 0.4% active | CHO-K1 hM4/Gqi5, Fluo-8 calcium fluorescence, ACh EC20; 0% = ACh EC20, 100% = maximal ACh;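 active = activation above its plate's cutoff, the mean activation of sample wells plus 3 SD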; also: some results filed as inactive read as strong as hits
# CHO-K1 Ca antag – counter-screen for M1 antagonists: effect in parental CHO-K1 cells; ATP-induced calcium, Fluo-8 fluorescence; inhibition, % at 3 µM; 360,000 tested, 0.6% active; AID 602250;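 active = inhibition above a per-plate cutoff, the plate's mean sample inhibition plus 3 SD, cut at about 24% in these data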;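 also: 0% = DMSO plus EC80 ATP and 100% = DMSO alone without ATP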
# CHRM5 antagonist – CHRM5 antagonism in calcium assay | CHO-hM5 cells, Fluo-8 calcium fluorescence, ACh EC80 | inhibition, % at 3 µM | 360,000 tested, 0.59% active;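 active = inhibition above a per-plate cutoff, the mean of that plate's test compounds plus 3 SD, cut at about 27% in these data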;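 also: 0% = acetylcholine EC80 with DMSO and 100% = DMSO without agonist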
# CHRM4 agonist – CHRM4 agonism in calcium assay; P08173; CHO-K1 hM4/Gqi5, Fluo-8 calcium fluorescence; vehicle 0%, full acetylcholine response 100%; activation, % at 3 µM; 360,000 tested, 0.14% active; AID 624127;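 active = activation above the run mean over all test wells plus 3 SD, cut at about 32% in these data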;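 also: peak over basal fluorescence ratio per well then scaled between controls; 0% = DMSO wells and 100% = acetylcholine at EC100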
# CHO-K1 Ca PAM – counter-screen for M1 PAMs: effect in parental CHO-K1 cells; ATP EC20, Fluo-8 calcium fluorescence; 0% at ATP EC20, 100% at ATP max; activation, % at 3 µM; 360,000 tested, 0.02% active; AID 602247;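 active = activation above the run cutoff, the mean activation of all test compounds plus 3 SD, cut at about 40% in these data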;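 also: peak over basal fluorescence ratio in a 140 s read after ATP addition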
# * marks the source's active call; other numbers are inactive results.
SMILES,M4 antag,CHO-K1 Ca ag,M5 PAM,M5 ag,M4 PAM,CHO-K1 Ca antag,CHRM5 antagonist,CHRM4 agonist,CHO-K1 Ca PAM
Nc1c(C(=O)Nc2ccc(Cl)cc2)oc2ccccc12,-4.6,-0.3,-6.4,-1.3,11.6,12.1,0.0,-0.7,4.8
NC(Cc1c[nH]c2ccc(OCc3ccccc3)cc12)C(=O)O (centres undefined),1.4,3.6,-4.5,1.8,-5.1,-8.1,6.1,1.8,-7.3
COc1ccc(C2C(C(=O)N3CCOCC3)CCC(=O)N2c2ccc(OC)cc2)cc1 (centres undefined),4.0,0.7,0.1,-0.6,0.8,-17.4,-6.5,-0.3,14.6
O=C(NCc1ccc(Cl)cc1)c1cc([N+](=O)[O-])ccc1Cl,-6.0,-0.2,-4.6,-1.5,0.7,0.7,6.7,0.5,10.8
O=C(CSc1nnc2scc(-c3ccccc3)n12)c1ccc2c(c1)OCCO2,-2.0,0.9,-3.9,1.5,-0.7,-4.2,-1.8,0.0,19.0
N#Cc1cc([N+](=O)[O-])ccc1NCC1CCCO1 (centres undefined),-0.4,0.3,16.9,-0.3,-2.8,-8.4,0.9,0.8,-15.5
CC(C)CC(=O)c1c[nH]c(C(=O)NCc2ccccc2)c1,2.2,0.8,-4.1,-2.8,-4.1,-6.7,3.2,1.5,0.9
COc1ccc(S(=O)(=O)Nc2c(F)cccc2F)cc1,-2.7,-0.1,5.1,0.9,9.0,0.7,-2.6,1.1,-7.3
CCO[C@@H]1OC(C(=O)N2CCCCCCC2)=C[C@H](c2ccc(C(F)(F)F)cc2)[C@H]1CCCO,-0.3,-0.6,-5.5,0.4,12.4,-6.4,6.6,0.1,-0.8
COC(=O)c1sc(NC(=O)COc2ccc(OC)cc2)nc1C,4.5,0.0,-1.2,-0.1,-1.3,-5.2,-1.4,0.9,1.1
COCCC(=O)N1CCC(Oc2ccc(C(=O)NCc3nccn3C)cc2)CC1,5.4,1.3,0.0,-2.0,-0.4,-4.7,13.8,0.3,6.3
Cc1cccc(-n2c(=O)[nH]c3c(C(N)=O)nc(CC(C)C)nc32)c1,-1.2,-0.3,-0.5,0.6,1.5,-1.7,1.6,-0.1,7.8
COCCN(C(=S)Nc1c(C)cc(C)cc1C)C(C)c1cccs1 (centres undefined),-6.9,0.3,4.5,-3.2,14.2,-9.5,-3.0,-1.5,13.8
Cc1cc(C(=O)N/N=C/c2cccc3ccccc23)c(C)o1,-2.4,-0.1,4.8,-3.5,2.1,-14.8,-5.2,-0.4,11.6
COc1cc(OC)c(OC)cc1/C=N/N(C)c1ccccc1,-3.5,0.0,-4.6,-3.4,-2.1,-6.7,-0.7,-0.4,12.0
O=C(OCc1cc(Cl)cc2c1OCOC2)c1cccnc1Cl,2.9,0.1,1.4,-4.1,0.7,-14.5,2.3,2.3,17.4
CCCN1C(=O)/C(=C/c2c(NCCCOCC)nc3c(C)cccn3c2=O)SC1=S,-1.5,0.4,6.3,-3.5,8.3,-8.1,-2.3,1.4,22.0
O=c1c2ccccc2c(-c2ccccc2)nn1-c1cc(Cl)cc(Cl)c1,3.5,0.3,2.5,1.0,-4.5,-11.1,2.5,0.3,-1.6
CCc1noc(C)c1C(=O)Nc1cc(Cl)ccc1N1CCOCC1,3.0,4.0,1.4,-0.9,-7.0,5.3,3.6,-0.1,-5.9
NC(=O)CC(NC(=O)c1ccccc1)c1ccc(NC2CCCCCCC2)c([N+](=O)[O-])c1 (centres undefined),6.0,-0.5,-8.8,2.2,-0.1,-4.8,1.9,1.3,-4.0
CCC(Oc1ccc(C)c(C)c1)C(=O)O (centres undefined),5.9,0.2,-4.4,1.7,4.2,20.8,14.8,0.4,-3.2
O=C(c1cccc(N2C(=O)C3CC=CCC3C2=O)c1)N1CCCCCC1 (centres undefined),4.4,0.1,-3.6,2.2,2.3,-4.7,0.6,2.5,9.6
Cc1ccc2nc(-c3ccccc3)cc(C(=O)N(C)CC(=O)Nc3ccccc3Br)c2c1,12.1,7.3,-20.4,-2.1,-11.0,1.8,16.3,16.9,6.6
COc1ccc(S(=O)(=O)N(CC(=O)N2CCOCC2)Cc2ccccc2)cc1,1.8,-0.3,3.3,1.0,-5.4,-4.2,-2.8,4.0,3.3
Cc1ccc(Cn2c(=O)sc3ccccc3c2=O)cc1,10.8,0.2,4.7,-1.1,-6.7,-11.2,-8.1,-1.2,18.6
C[C@@H](NCCc1ccc(O)cc1)[C@@H](O)c1ccc(O)cc1,-10.9,-0.1,-3.9,-1.3,-7.7,5.0,-1.3,0.6,-7.0
CCOC(=O)c1cccc(NC(=O)CN(C)S(=O)(=O)c2cnc[nH]2)c1,-0.3,0.1,-4.6,0.1,-2.6,-10.8,-1.6,0.3,15.0
Cc1nc2ccc3nc(NC(=O)C4COc5ccccc5O4)sc3c2s1 (centres undefined),-14.2,0.4,-6.6,0.3,6.6,-6.9,-1.6,1.2,16.7
COc1cccc(CNC[C@H]2O[C@@H](n3cnc(C(N)=O)n3)[C@H](O)[C@@H]2O)c1OCc1ccc(F)cc1Cl,-7.6,-0.4,3.4,0.2,-0.8,9.4,0.8,-0.2,6.1
Cc1cc(C(F)(F)F)nn1Cc1n[nH]c(=S)n1-c1cccc(Cl)c1,-2.2,0.7,-8.3,-1.2,1.4,-8.0,7.3,0.5,18.6
O=C(NCCCc1ccccc1)c1cccc(NC(=O)C2CC2)c1,-12.0,1.1,-3.1,1.3,-1.3,0.5,0.2,3.1,-6.7
COc1ccc(S(=O)(=O)NCC(=O)Nc2cccc(C)c2C)cc1OC,3.5,0.2,1.1,-0.3,0.7,-0.5,6.4,0.7,-7.6
COC(=O)C1(Cc2cc(-c3ccc([N+](=O)[O-])cc3)no2)CCN(C(=O)OC(C)(C)C)CC1,6.8,0.5,-12.7,3.3,4.3,-5.8,17.8,3.2,12.7
COc1ccc(CNC(=O)CN(Cc2ccc(Cl)cc2)S(=O)(=O)c2ccccc2)cc1,3.4,3.8,-12.1,-3.4,-10.4,-12.1,6.7,9.1,25.5
CN(C)S(=O)(=O)c1ccc(NC(=O)CSc2nnc(-c3ccco3)o2)cc1,0.9,0.7,4.5,8.2,4.6,-4.7,2.0,4.1,-5.2
O=C(COC(=O)Cc1ccccc1F)NCCNC(=O)COC(=O)Cc1ccccc1F,-7.9,1.1,3.1,-0.5,0.2,-5.0,-2.8,0.5,10.2
O=C(NCCCN1CCCC1=O)c1ccc2c(c1)ncn2C1CCCCC1,8.3,0.7,1.2,0.6,-4.4,-8.0,-1.2,-0.2,19.6
Cc1ccc(NC(=O)C2CCCN(S(=O)(=O)c3c(C)noc3C)C2)cc1F (centres undefined),-4.8,0.8,-6.0,-7.3,-1.0,-1.8,1.9,3.5,11.7
Cc1cc(Cl)nc(Cl)c1C(=O)NCc1ccc(Cl)cc1,-9.3,0.5,2.3,-4.5,-0.5,-15.1,-5.4,0.9,1.6
Cc1c(C(=O)NCCSCc2c(Cl)cccc2Cl)cccc1[N+](=O)[O-],-3.1,1.9,-3.3,-2.9,2.7,0.8,7.8,2.8,14.3
Cc1nn(-c2ccccc2)c2c1C(c1ccc(O)c(O)c1)N1C(=N2)C(Nc2ccccc2)=Nc2ccccc21 (centres undefined),1.4,-0.1,6.2,-0.8,2.2,21.8,-2.9,0.8,-5.5
Cc1ccc(C)c(OCc2cc(C(=O)N3CC[C@@H]4CCCC[C@H]4C3)no2)c1,5.8,-0.5,-1.5,-2.7,4.5,4.1,10.4,0.8,-4.7
O=C(c1cc(-c2cccc(O)c2)on1)N1CCCC1,-3.4,0.6,0.6,-0.1,-3.1,-19.1,0.5,1.1,1.9
CCCOc1ccc(NC(=O)C2CC(=O)N(C)C(=Nc3cccc(OC)c3)S2)cc1 (centres undefined),0.0,-0.2,-6.1,-3.0,-4.8,0.2,-2.1,0.7,1.2
CN(CC(=O)Nc1cccc(S(=O)(=O)N(C)c2ccccc2)c1)Cc1cccs1,2.0,5.8,-5.5,0.2,-6.0,-5.3,9.3,10.0,17.9

# The final 2 compounds of the section above are carried over, then new ones follow.
SMILES,M4 antag,CHO-K1 Ca ag,M5 PAM,M5 ag,M4 PAM,CHO-K1 Ca antag,CHRM5 antagonist,CHRM4 agonist,CHO-K1 Ca PAM
CCCOc1ccc(NC(=O)C2CC(=O)N(C)C(=Nc3cccc(OC)c3)S2)cc1 (centres undefined),0.0,-0.2,-6.1,-3.0,-4.8,0.2,-2.1,0.7,1.2
CN(CC(=O)Nc1cccc(S(=O)(=O)N(C)c2ccccc2)c1)Cc1cccs1,2.0,5.8,-5.5,0.2,-6.0,-5.3,9.3,10.0,17.9
CCCOc1ccc(NC(=O)C(=O)NCCCn2ccnc2)cc1,4.0,-0.2,-2.0,-8.7,-3.3,-4.7,-3.5,0.5,10.3
COc1ccc(F)cc1-c1cc(C(=O)NCc2ccccc2)[nH]n1,-1.6,-0.5,1.7,1.4,-3.5,-1.4,12.4,1.3,-4.9
CC1CN(S(=O)(=O)c2cccc(C(=O)OCCOc3ccccc3)c2)CC(C)O1 (centres undefined),1.5,4.4,-18.4,-3.9,-6.1,12.1,13.6,7.0,-21.3
CCOC(=O)CN1CCc2c(C)nc3c(-c4ccc(OC)c(OC)c4)cnn3c21,2.5,0.3,-0.5,-3.5,12.7,-0.7,0.7,1.6,10.3
COCCN(CCOC)C(=S)Nc1ccccc1Cl,-7.4,-0.2,5.7,-1.2,15.5,8.5,-0.8,1.7,2.0
CCCN(CCC)CCN1C(=O)C2C(C(=O)Nc3cccc(SC)c3)C3C=CC2(O3)C1C(=O)NC1CCCCC1 (centres undefined),3.3,-0.5,6.5,-4.2,-12.4,-17.0,-0.8,0.4,5.8
CC(C)CN(C(=O)COC(=O)CCCc1nc2ccccc2s1)c1c(N)n(Cc2ccccc2)c(=O)[nH]c1=O,-2.4,0.9,3.8,-2.7,-2.4,-2.1,-2.5,-0.9,11.4
CCOC(=O)C1CCCN(C(=O)c2cnn3c(C(F)(F)F)cc(-c4ccccc4)nc23)C1 (centres undefined),-5.2,1.1,2.4,-0.9,-1.1,-17.2,-1.8,3.9,7.8
O=C1NC(=O)/C(=C\c2ccc(Oc3cnccn3)cc2)S1,-0.9,0.8,-3.4,1.9,7.9,-12.5,14.3,1.2,21.0
COc1ccc(-c2onc(C)c2-c2cscn2)c(O)c1,-2.1,-0.6,3.7,-0.1,0.0,-1.0,6.7,0.4,-10.5
CN(CC(=O)Nc1ccc(Cl)c(C(F)(F)F)c1)S(=O)(=O)c1cnc[nH]1,-16.2,5.6,-9.9,7.8,2.9,-2.9,11.3,11.9,-7.7
Cc1ccc(NC2=C/C(=N/S(=O)(=O)c3cccs3)c3ccccc3C2=O)cc1C,-9.2,0.0,-3.2,0.6,1.9,0.2,3.6,1.1,10.8
O=C(O)CCC(=O)Nc1ccc(Br)cc1C(=O)c1ccc(Cl)cc1,7.8,1.2,-2.4,-3.0,-14.8,-8.6,8.7,1.0,14.7
C=CCNC(=S)NNc1nc2c(c(=O)[nH]1)C1(CCCC1)Cc1ccccc1-2,-4.8,0.3,-2.6,-1.3,6.7,-9.4,2.4,0.4,17.5
